# ALOX12 inh = ALOX12 (human) lipoxygenase inhibition. purified 12hLO, xylenol orange hydroperoxide absorbance. 580,000 tested, 1.1% active. Potency, µM (doses to about 108 µM), without a hit: at the highest dose activity change, negative = inhibition, hits mostly inhibitors. P18054; active = well fitted inhibition curve with a large enough effect; inconclusive = small, poorly fitted or top-dose-only effect, or another doubt; inactive = no such curve, though single readings can be large or run the other way
# Target sequence (P18054 whole entry, looked up): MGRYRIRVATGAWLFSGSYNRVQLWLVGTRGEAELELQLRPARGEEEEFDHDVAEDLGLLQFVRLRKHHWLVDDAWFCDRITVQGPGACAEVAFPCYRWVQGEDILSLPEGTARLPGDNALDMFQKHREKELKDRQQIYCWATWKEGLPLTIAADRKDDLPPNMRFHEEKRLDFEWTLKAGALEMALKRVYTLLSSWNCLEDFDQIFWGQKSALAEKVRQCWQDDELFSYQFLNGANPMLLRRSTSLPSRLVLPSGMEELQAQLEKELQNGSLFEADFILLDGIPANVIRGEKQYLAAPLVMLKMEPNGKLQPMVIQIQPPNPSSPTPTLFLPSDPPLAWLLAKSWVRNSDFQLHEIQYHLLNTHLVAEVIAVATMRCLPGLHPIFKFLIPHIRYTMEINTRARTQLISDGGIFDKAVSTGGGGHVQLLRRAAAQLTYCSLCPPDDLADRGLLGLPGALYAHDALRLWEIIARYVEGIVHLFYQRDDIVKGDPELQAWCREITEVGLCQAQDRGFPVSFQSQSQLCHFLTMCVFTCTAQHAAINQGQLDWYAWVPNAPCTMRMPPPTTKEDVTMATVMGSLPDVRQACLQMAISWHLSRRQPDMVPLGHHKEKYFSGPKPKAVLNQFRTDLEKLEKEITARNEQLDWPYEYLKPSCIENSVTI
#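 Hydroperoxide product was detected by ferrous iron/xylenol orange as the 573 to 405 nm absorbance ratio. Arachidonic acid at 40 uM (final) was turned over for 30 min at room temperature by 150 nM human 12hLO, pH 7.0 Hepes buffer, after 15 min compound preincubation.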
# * marks the source's active call; other numbers are inactive results; u = inconclusive; [ ] = dose if it differs, or a comment. % is scaled to controls: 0 for no effect and ±100 for the full control effect; potency is read from the fitted curve at half-maximal effect. This is a subset. The share of hits here may be higher or lower than overall.
molecule,ALOX12 inh
CCCN1CC2(CCN(C)CC2)CC1C(=O)N(C)Cc1ccon1 (stereo not drawn),3%
O=C(NCCNC(=O)c1cn(Cc2ccccc2)c2ccccc12)c1ccncc1,-8%
CCCNC(=O)c1cn(Cc2ccccc2)c2ccccc12,-26%
Cc1ccccc1CC(=O)N1CCC2(CC1)c1nccn1-c1ccccc1CN2C,50%[activator]
C#C[C@H]1CN2CC[C@H]1C[C@@H]2CNC(=O)C1CC1,33%[activator][176 µM]
COC(=O)[C@@H]1[C@@H](CO)[C@@H]2Cn3c(cccc3=O)[C@H]1N2C(=O)Nc1cc(F)ccc1F,-4%
O=C(O)CSCC(=O)N1C[C@@H]2C[C@H](C1)c1c(-c3ccccc3F)ccc(=O)n1C2,63%[activator][176 µM]
CC=C(C)C(=O)N[C@@H](c1ccccc1)[C@@H](O)C(=O)O[C@H]1C[C@@]2(O)[C@@H](OC(=O)c3ccccc3)[C@@H]3[C@]4(OC(C)=O)CO[C@@H]4C[C@H](O)[C@@]3(C)C(=O)[C@H](OC(C)=O)C(=C1C)C2(C)C,-5%[57.4 µM]
O=C1N(c2ccccn2)C[C@H]2CN(Cc3ccc(F)cc3)CCN12,64%[activator][176 µM]
NC(=O)c1ccc(C(=O)Nc2ccc([As](=O)(O)O)cc2)cc1,0%
COC(=O)c1ccc(CBr)cc1,u
Cc1ncc2c(n1)C[C@@H]1CC[C@H]2N1C(=O)c1ccc2c(c1)OCO2,9%
COc1cc2c(cc1OC1CCCC1)NC(=O)C21CCN(Cc2cccnc2)CC1,10%[176 µM]
Cn1nc(-c2ccc3ccccc3c2)cc1[C@H]1CN2CC[C@H]1C[C@@H]2CNC(=O)N1CCOCC1,30%
COc1ccc([C@@H]2CN(C(=O)c3c(C)noc3C)[C@@H]3C4CCN(CC4)[C@@H]32)cc1,52%[activator]
O=C(N1[C@H]2CC[C@@H]1c1cnc(-c3ccccc3)nc1C2)C1(c2ccccc2)CC1,27%
O=C(Cc1c(F)cccc1Cl)N1CCN(Cc2ccccc2)CC(O)C1 (stereo not drawn),34%[activator]
COC(=O)C1C(c2ccc(I)cc2)CC2CCC1N2C (stereo not drawn),-2%
CN1CCN(C(=O)Cc2c[nH]c3ncc(-c4cccc(F)c4)cc23)CC1,-1%[176 µM]
O=C(c1ccccc1)N1C[C@@H](c2ccc3c(c2)OCO3)[C@@H]2[C@H]1C1CCN2CC1,9%
CC(=O)O[C@H]1C[C@H](O[C@H]2[C@@H](O)C[C@H](O[C@H]3[C@@H](O)C[C@H](OC4CC[C@@]5(C)C(CC[C@@H]6[C@@H]5CC[C@]5(C)[C@@H](C7=CC(=O)OC7)[C@@H](O)C[C@]65O)C4)O[C@@H]3C)O[C@@H]2C)O[C@H](C)[C@H]1O[C@@H]1O[C@H](CO)[C@@H](O)[C@H](O)[C@H]1O (stereo partly drawn),11%
COc1ccc(S(=O)(=O)NC[C@H]2C[C@@H]3CCN2C[C@@H]3CN(C)c2ccccc2)cc1,-8%[176 µM]
CCNC(=O)N1CC2CN(C(C)C)CC(C1)O2,51%[activator]
CN(C)CC(=O)Nc1ccc2n(c1=O)C[C@H]1C[C@@H]2CN(C(=O)c2cccnc2)C1,86%[activator][176 µM]
CC(C)(C)c1cc(C=C(C#N)C#N)cc(Br)c1O,-5%[57.4 µM]
Nc1ccc(Br)cc1C(=O)c1ccc(Cl)cc1,u
CC(C)NC(=O)OC[C@H]1C[C@@H]2CCN1C[C@@H]2c1cc(C2CCCCC2)nn1C,-22%[176 µM]
Cc1ccc2[nH]c(C)c(C(O)CN3CCCCC3)c2c1 (stereo not drawn),u
COc1cc2c(cc1OCc1ccccc1)NC(=O)C21CCN(Cc2cccc(O)c2)CC1,u
CCCNC(=O)N1[C@H]2CC[C@@H]1c1cnc(-c3ccccc3)nc1C2,31%

# Next part.
molecule,ALOX12 inh
COc1ccc(CNCCc2ccc(Cl)cc2)cc1,u
CN1CC2(C1)C(=O)N(C)C(=O)[C@@H]1C[C@@H](O)CN12,5%[176 µM]
Cc1ccccc1C(=O)N1CCC2(CC1)c1nccn1-c1ccccc1CN2CC(C)C,-1%
COc1cc2c(cc1OC1CCCC1)NC(=O)C21CCN(Cc2nccn2C)CC1,53%[activator][176 µM]
O=C(NC[C@H]1C[C@@H]2CCN1C[C@@H]2CN1CCN(c2ccccn2)CC1)Nc1ccsc1,74%[activator]
COc1ccc(-c2cc([C@H]3CN4CC[C@H]3C[C@@H]4CNC(=O)C3CCC3)n(C)n2)cc1OC,1%[176 µM]
CC(=O)N1C[C@@H]2C[C@H](C1)c1ccc(NC(=O)C3CCCCC3)c(=O)n1C2,-1%[176 µM]
Cc1noc(C)c1COc1ccc(CC(=O)N(CCC#N)CCN2CCOCC2)cc1,-4%
COc1cc2c(cc1OC1CCCC1)NC(=O)C21CCN(C(=O)c2cccc(O)c2)CC1,-12%[176 µM]
Cc1ccc(CN2C[C@@H]3C(C(N)=O)=NO[C@@H]3C2)nc1,25%[176 µM]
COc1cc(-c2c(C#N)c(N)nc3c2c(=O)nc2sccn23)ccc1OCc1ccccc1F,7%
CC(C1CC1)N(C)C(=O)c1cn(Cc2ccccc2)c2ccccc12 (stereo not drawn),-14%
CCOC(=O)c1c(C)n(C2CCCCCC2)c2ccc(O)cc12,62%[activator]
CCCS(=O)(=O)NC[C@H]1C[C@@H]2CCN1C[C@@H]2c1cc(-c2cccs2)nn1C,42%[activator][176 µM]
CCOC(=O)C1=C(N)Oc2c(c(=O)oc3ccccc23)C12C(=O)Nc1ccc(Br)cc12 (stereo not drawn),u
COc1cc2c(cc1OCC1CC1)NC(=O)C21CCN(c2ccnc(C)n2)CC1,-27%[176 µM]
CC(C)C1=NOC2(CCCN(Cc3ccccn3)C2)C1 (stereo not drawn),55%[activator][176 µM]
COc1cc2c(cc1-c1cccnc1)NC(=O)C21CCN(C(C)=O)CC1,6%[176 µM]
CNCc1cn(C[C@H]2CC3CCN2C[C@@H]3C(=O)Nc2ccccc2)nn1 (stereo partly drawn),55%[activator][176 µM]
O=c1c2ccccc2[se]c2ccccc12,10%
CCC(CC)NC1CC1,u
CC[C@H]1CN2CC[C@H]1C[C@@H]2COC(=O)Nc1cc(OC)cc(OC)c1,-1%[176 µM]
COc1ccc(CCNCc2ccc(Br)cc2)cc1,22µM*
COc1ccc(CCC(=O)N2[C@H]3CC[C@@H]2c2cnc(-c4ccc(F)cc4)nc2C3)cc1,u
CN1CCN(C(=O)O[C@@H]2c3nccnc3C(=O)N2c2ccc(Cl)cn2)CC1,269%[activator]
Cn1nc(-c2ccccc2)cc1[C@H]1CN2CC[C@H]1C[C@@H]2CNC(=O)NCc1ccccc1,-7%[176 µM]
COc1ccc(-n2cc(C3=CCN(CCN4CCOCC4)CC3)cn2)cc1,27%
CC1OC(=O)[C@@H](C(C)C)NC(=O)C(C(C)C)OC(=O)[C@H](C(C)C)NC(=O)C(C)OC(=O)[C@@H](C(C)C)NC(=O)C(C(C)C)OC(=O)[C@H](C(C)C)NC(=O)C(C)OC(=O)[C@@H](C(C)C)NC(=O)C(C(C)C)OC(=O)[C@H](C(C)C)NC1=O (stereo partly drawn),2%
CCOc1ccc(C(C)(C)COCc2cccc(Oc3ccccc3)c2)cc1,18%
CCCNC(=O)N1[C@H]2CC[C@@H]1c1cnc(-c3ccc(F)cc3)nc1C2,u

# Following part.
molecule,ALOX12 inh
Cc1noc(C(C)N2CCN(C(=O)Cc3ccccc3Cl)CC2)n1 (stereo not drawn),-14%
NC1CCCN(Cc2cccnc2)C1 (stereo not drawn),27%
CN1CCC(NC2CCCC2)CC1,u
COc1cc2c(cc1OCc1ccccc1)NC(=O)C21CCN(Cc2nccn2C)CC1,53%[activator][176 µM]
c1csc(CN2CCC3(CCNCC3)CC2)n1,17%[57.4 µM]
COc1ccc(NC(=O)N2[C@H]3CC[C@@H]2c2cnc(-c4ccc(F)cc4)nc2C3)c(OC)c1,7%
COc1ccc(CCC(=O)N2[C@H]3CC[C@@H]2c2cnc(C)nc2C3)cc1,34%
COc1cccc(CC(=O)N2CCN(CC(=O)NC(C)(C)C)CC2)c1,12%
COc1ccc2c(c1O)-c1cc(O)cc3c1[C@@H](C2)N(C)CC3,-2%
Cc1cc(C(=O)N2CCC3(CC2)NCc2ccccc2-n2ccnc23)nn1C,28%
c1cnc2c(c1)NC1(CCCNC1)C(=NC1CCCC1)N2 (stereo not drawn),186%[activator]
CC(=O)Nc1ccc(OC[C@](C)(O)C(=O)Nc2ccc([N+](=O)[O-])c(C(F)(F)F)c2)cc1,-18%[57.4 µM]
CNCc1cn(C[C@H]2CC3CCN2C[C@@H]3C(=O)NC2CC2)nn1 (stereo partly drawn),15%[176 µM]
O=C(c1ccncc1)N1CC2CCC(C1)N2Cc1ccc(Cl)cc1,2%[6.33 µM]
CCN1CCN(c2ccc([N+](=O)[O-])c3cnccc23)CC1,-22%
COc1cc2c(cc1OCc1ccncc1)NC(=O)C21CCN(CC2CC2)CC1,27%[176 µM]
COc1ccc2c(c1)C1(CCN(C(=O)C(C)C)C1)C(=O)N2C (stereo not drawn),21%
COc1cc2c(cc1CCc1ccccc1)N(C(=O)Cc1ccc3c(c1)OCO3)CC21CCN(C(C)=O)CC1,-24%
CC(=O)N1C[C@@H]2C[C@H](C1)c1ccc(NC(=O)Nc3cccc(C#N)c3)c(=O)n1C2,1%[176 µM]
CN(C)Cc1ccccc1-c1ccc2n(c1=O)C[C@H]1C[C@@H]2CN(C(=O)C2CCCCC2)C1,4%[176 µM]
CN(C)c1ccc(C(=O)NC[C@H]2C[C@@H]3CCN2C[C@@H]3CN(C)c2ccccc2)cc1,27%[176 µM]
COC1CC(OC2CCC3(/C=N/O)[C@H]4CCC5(C)C(C6=CC(=O)OC6)CCC5(O)[C@@H]4CCC3(O)C2)OC(C)C1O (stereo partly drawn),-4%
O=C(Nc1ccc2n(c1=O)C[C@H]1C[C@@H]2CN(C(=O)c2ccccc2)C1)NC1CCCCC1,5%[176 µM]
O=C(O)C1=NOC2CN(CC3CCCCC3)CC12 (stereo not drawn),u
CCCC1(CCC)C(=O)NC(=Nc2ccc(C)cc2)NC1=O,-26%
CCCOC(=O)c1cc2c(cn1)[nH]c1ccccc12,4%
CCOCCCNC(=O)CCl,-3%
CC(=O)N(C1CC1)C1CCOC2(CCNCC2)C1 (stereo not drawn),u
O=C(NC[C@H]1C[C@@H]2CCN1C[C@@H]2CN1CCC(Cc2ccccc2)CC1)c1ccco1,31%[activator][176 µM]
CN(C(=O)Cc1ccc(Cl)c(Cl)c1)[C@@H](CN1CCCC1)c1cccc(OCC(=O)O)c1,u

# Part of the list above, as labelled records.
c1cnc2c(c1)NC1(CCCNC1)C(=NC1CCCC1)N2 (stereo not drawn)
  ALOX12 inh: 186%[activator]
O=C(O)C1=NOC2CN(CC3CCCCC3)CC12 (stereo not drawn)
  ALOX12 inh: u
COc1ccc2c(c1O)-c1cc(O)cc3c1[C@@H](C2)N(C)CC3
  ALOX12 inh: -2%
O=C(c1ccncc1)N1CC2CCC(C1)N2Cc1ccc(Cl)cc1
  ALOX12 inh: 2%[6.33 µM]

# The listing picks up; the six compounds before the break are reprinted first.
molecule,ALOX12 inh
CCCC1(CCC)C(=O)NC(=Nc2ccc(C)cc2)NC1=O,-26%
CCCOC(=O)c1cc2c(cn1)[nH]c1ccccc12,4%
CCOCCCNC(=O)CCl,-3%
CC(=O)N(C1CC1)C1CCOC2(CCNCC2)C1 (stereo not drawn),u
O=C(NC[C@H]1C[C@@H]2CCN1C[C@@H]2CN1CCC(Cc2ccccc2)CC1)c1ccco1,31%[activator][176 µM]
CN(C(=O)Cc1ccc(Cl)c(Cl)c1)[C@@H](CN1CCCC1)c1cccc(OCC(=O)O)c1,u
COc1ccc2c(c1)[C@@]13CCCCC1[C@@H](C2)NCC3 (stereo partly drawn),-12%
c1ccc(CCNC2CCCCCCC2)cc1,u
CCCS(=O)(=O)Nc1ccc2n(c1=O)C[C@H]1C[C@@H]2CN(Cc2cn(C)c3ccccc23)C1,68%[activator]
COc1cc(CNC2CN3CCC2CC3)cc(Cl)c1OCc1ccccc1 (stereo not drawn),u
CN(C)C(CSS(=O)(=O)c1ccccc1)CSS(=O)(=O)c1ccccc1,0.71µM*
O=C1NCCCCCCN[C@H]2CCCC[C@@H]12,26%
CC(C)CN1CCCC2(CCN(C(=O)Oc3ccccc3)CC2)C1,3%[57.4 µM]
CN1CCC(OC(=O)c2ccccc2)(c2ccccc2)C(C)(C)C1 (stereo not drawn),-36%
Cn1nc(-c2ccccc2)cc1[C@H]1CN2CC[C@H]1C[C@@H]2CNC(=O)Nc1cccc(C#N)c1,12%
Cc1ncc2c(n1)C[C@@H]1CC[C@H]2N1C(=O)Cc1ccccc1,48%[activator]
C#C[C@H]1CN2CC[C@H]1C[C@@H]2CNC(=O)c1ccc(C#N)cc1,103%[activator][176 µM]

# Assay outcomes from PubChem BioAssay.
